E-sel TNF inh: TNF alpha driven E-selectin expression inhibition | inhibition, % at 2 µM | HUVEC TNFa-induced E-selectin immunofluorescence, high content | 120,000 tested, 0.71% active | AID 1246;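 active = inhibition above the batch mean plus 3 SD, and confirmed as a hit on visual image review, cut at about 43% in these data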;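 note: 0% = TNF-stimulated DMSO wells and 100% = unstimulated control wells; not every result past the cut was called active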
An asterisk follows results filed as active. A portion of the library (hit frequency here may not be typical).

SMILES | E-sel TNF inh
Cn1cccc1C(=O)OCC(=O)NC1CCS(=O)(=O)C1 (configuration not stated) | -25
N#CCC(=O)Nc1ccc(C(=O)NCc2ccccn2)cc1 | -34
NC(=O)c1ccccc1OCC(=O)c1ccc(Cl)cc1 | -20
O=C(CSc1ccc2c(c1)OCCO2)Nc1cccnc1Cl | -13
Cc1cccc(CC2CC(=O)N(c3nc4ccccc4s3)C2=O)c1 (configuration not stated) | -2
CCOC(=O)C1=NOC2C(=O)N(c3ccc(Cl)cc3Cl)C(=O)C12 (configuration not stated) | -16
Cc1cc(C)c(OCC(=O)Nc2cc(C(=O)O)cc(C(=O)O)c2)cc1C | -7
O=C(NCCCCCCOC1=NS(=O)(=O)c2ccccc21)C(=O)Nc1ccccc1 | -20
C/C(=N\N=C1\NC(=O)C(Cc2ccccc2)S1)c1ccccc1 (configuration not stated) | -10
CSc1ccccc1NC(=O)Cn1nnc(-c2ccc(S(C)(=O)=O)cc2)n1 | -15
Cn1cccc1C(C#N)c1cccc(F)c1C#N (configuration not stated) | -41
CC1CCCCN1C(=O)CSc1nc(-c2ccccc2)cn1N (configuration not stated) | -59
COc1ccc(C(=O)Nc2ccccc2C(=O)NC(Cc2ccc(O)cc2)C(=O)NNC(=O)c2ccncc2)cc1 (configuration not stated) | 2
CCOc1ccc(-c2cc(N3C(=O)Nc4ccccc4N3O)n[nH]2)cc1 | -6
Cc1ccc2sc(N(CCCN(C)C)C(=O)c3ccc(Br)s3)nc2c1C | 5
Cc1cc(C)c2c(NC(=S)Nc3ccccc3)n[nH]c2n1 | 8
COc1ccc(C2CC2C(C)=O)cc1 (configuration not stated) | 3
O=C(CSc1ncccn1)NC(=O)Nc1ccc2c(c1)OCCO2 | 2
CCC(C)NC(=S)NNC(=O)c1ccncc1 (configuration not stated) | -21
CN(C)c1cccc(C(=O)OCC(=O)Nc2ccccc2Cl)c1 | -13
CCOC(=O)N1CCC(NC(=O)c2cc(S(=O)(=O)N3CCCCC3)ccc2F)CC1 | -18
COc1ccccc1S(=O)(=O)Nc1cc(S(=O)(=O)N2CCCCC2)ccc1N1CCOCC1 | 8
OC1CCCN(Cc2nc(Cc3ccccc3Cl)no2)C1 (configuration not stated) | -16
COc1cccc(/C=N/NC(=O)c2c(C)nc3ccc(Br)cn23)c1O | -10
Cc1n(-c2ccccc2)c2ccc(Cl)cc2[n+]1CCO | -21
COc1ccc(NCc2nnc(SCC(=O)Nc3ccc(OC)cc3OC)o2)cc1 | -20
Cc1[nH]c2ccccc2c1C(=O)C(=O)NCC1CCCO1 (configuration not stated) | -4
CCN(C(=O)COC(=O)CNC(=O)c1ccc(F)cc1)C1CCS(=O)(=O)C1 (configuration not stated) | -45
Nc1nc(SCC(=O)Nc2ccc([N+](=O)[O-])cc2)n[nH]1 | -14
CCn1ccnc1CN1CCCC(CO)(Cc2cccc(OC)c2)C1 (configuration not stated) | -6

A run of entries of the results above:
SMILES | E-sel TNF inh
OC1CCCN(Cc2nc(Cc3ccccc3Cl)no2)C1 (configuration not stated) | -16
COc1cccc(/C=N/NC(=O)c2c(C)nc3ccc(Br)cn23)c1O | -10
Cc1n(-c2ccccc2)c2ccc(Cl)cc2[n+]1CCO | -21

Next part:
SMILES | E-sel TNF inh
Cc1ccc(S(=O)(=O)NNC(=O)c2cccnc2)cc1 | 17
O=C(/C=C/c1ccc(F)cc1)N1CCCc2ccccc21 | 5
Cc1ccc(-c2nnn(CC(=O)N(c3cccc(F)c3)C(C(=O)NC(C)(C)C)c3ccco3)n2)o1 (configuration not stated) | 2
CNC1=CC(=O)CC(c2ccccc2)C1 (configuration not stated) | -2
O=C(NC(=S)Nc1ccc(Br)cn1)c1cccs1 | -28
O=C(Nc1ccc(F)cc1)C1=CC(=O)N2CCN=C2S1 | -10
CCN(c1ccccc1)S(=O)(=O)c1ccc(C(=O)NCC(c2cccs2)N(C)C)cc1 (configuration not stated) | 1
O=C(Nc1ncc2c(n1)-c1ccccc1OC2)c1cccc([N+](=O)[O-])c1 | 14
CN(CC(O)Cn1c2ccccc2c2ccccc21)S(C)(=O)=O (configuration not stated) | -19
CC(=O)Nc1ccc(S(=O)(=O)N(CCCN2CCOCC2)Cc2cccs2)cc1 | -9
COc1ccccc1CNC(=O)CC1Sc2ccccc2NC1=O (configuration not stated) | -11
CCOC(=O)C1=C(C)N(C)C(=S)N(C)C1c1ccc(OC)cc1 (configuration not stated) | -22
C=CCc1cccc2cc(C(=O)NCCOC)c(=O)oc12 | -20
Cc1cnc(CN2CCc3c([nH]c4ccccc34)C2CC(C)C)[nH]1 (configuration not stated) | -4
O=C(CSc1nc2[nH]ncc2c(=O)n1-c1ccccc1)NCc1cccs1 | -12
CC(C)n1c(=O)[nH]c2cc(C(=O)Nc3ccccc3)ccc21 | -9
CCOC(=O)N1CCC(NC(=S)Nc2ccc3nc(N4CCN(C)CC4)cc(C)c3c2)CC1 | 37
CCS(=O)(=O)NC(C)C(c1cccs1)N1CCN(c2ccc(OC)cc2)CC1 (configuration not stated) | -8
Cc1ccc(NC(=S)NCc2ccc(S(N)(=O)=O)cc2)cc1Cl | -56
CC(C)CCN1CCN(Cc2ccc(Oc3ncccn3)cc2)CC1CCO (configuration not stated) | 21
OCC1(CCOc2ccccc2)CCN(Cc2cn[nH]c2-c2ccccc2)CC1 | -24
CC(C)CNC(=S)N1CCN(Cc2ccc3c(c2)OCO3)CC1 | -43
CC(CC(=O)Nc1ncc([N+](=O)[O-])s1)c1ccccc1 (configuration not stated) | -22
O=C(NCc1cccs1)C1CC(c2ccc(Cl)c(Cl)c2)=NO1 (configuration not stated) | -2
CO/N=C/C(C#N)=C/c1ccc(OC)c(OC)c1 | -13
CCOC(=O)c1c(C)[nH]c(C)c1C(=O)COC(=O)CNC(=O)C1CCCCC1 | 3
Cc1nnc(SCC2=C(C(=O)O)N3C(=O)C(NC(=O)c4cc(F)c(F)cc4Cl)C3SC2)s1 (configuration not stated) | -16
N=c1sccn1CC(=O)NCc1ccc(Cl)cc1Cl | 31
CCOC(=O)c1sc2nc(C)nc(Nc3ccc(OC)cc3)c2c1C | 16
CC1(C)CC(=O)/C(=C(\O)CCCN2C(=O)c3ccccc3C2=O)C(=NCC(=O)O)C1 | -8
O=C(c1cccnc1Nc1ccccc1F)N1CCOCC1 | 7
CNC(=O)COC(=O)c1cc2c(s1)CCCC2 | -11
COc1ccc(NS(=O)(=O)c2cccc(C(=O)N/N=C/c3ccc(O)cc3)c2)cc1 | -10
CCOC(=O)N1CCN(C(=O)c2ccc(OC(C)=O)cc2)CC1 | 12
CCCN(Cc1ccccc1)C(=S)Nc1ccc(SC(F)F)cc1 | 30
COc1ccc([N+](=O)[O-])cc1NC(=O)COC(=O)C1CC1 | 13
CC(C)CC1NC(=O)N(CCCCN2C(=O)c3ccccc3C2=O)C1=O (configuration not stated) | -54
O=c1c2ccccc2nc(SCCN2CCCCC2)n1CCc1ccccc1 | -23
CC(/C=C/C=C/c1ccccc1)=N\NC(=O)c1cccnc1 | -2
O=C(COC(=O)CCSc1ccccc1)NCc1ccccc1 | -13
COc1ccc(Br)cc1/C=N/NC(=O)c1ccc(OC)c(OC)c1 | -43
O=C(c1cc2nc(-c3ccc(Cl)cc3)cc(C(F)(F)F)n2n1)N1CCOCC1 | -2
NNC(=O)c1oc2ccccc2c1-n1cccc1 | 46
COc1cccc(Oc2ccc3nnc(C(F)(F)F)n3n2)c1 | -31
CC(O)CCc1ccc(O)cc1 (configuration not stated) | 2
CCOC(=O)C1C(c2ccccc2)C(C(=O)OCC)S(=O)(=O)C(CCN(CC)CC)S1(=O)=O (configuration not stated) | -15
CC(C)Oc1ccc(C(CC(=O)O)n2cnnn2)cc1 (configuration not stated) | -10
CCOC(=O)C1CCCN(C(=O)c2ccc(Cn3c(=S)[nH]c4cc(C(=O)OC)ccc4c3=O)cc2)C1 (configuration not stated) | 11
CCC/C(=N\NC(=O)c1ccc(OC)c(OC)c1)c1ccccc1 | -25
COc1cccc(NC(=S)NCc2ccc3c(c2)cc(C)n3C)c1 | -9

(cont.)
SMILES | E-sel TNF inh
COc1ccc(C(=O)CN2C(=O)NC3(CCCCC3)C2=O)cc1OC | -10
CCOc1ccccc1OCCOCCN1CCN(Cc2ccccc2)CC1 | -32
O=C(CCCN1C(=O)/C(=C/c2ccccc2)SC1=S)Nc1ccc(O)cc1 | -1
CN1/C(=C\C=O)C(C)(C)c2ccccc21 | -3
O=C(COc1ncnc2cc([N+](=O)[O-])ccc12)NCCc1ccc(Cl)cc1 | 0
COCCNC(=O)Cn1cc(/C=N/NC(=O)c2ccc(Oc3ccc(O)cc3)cc2)c2ccccc21 | -11
O=C(Nc1ccc(Cl)cc1Cl)N1CCN(c2ncccn2)CC1 | -23
Cc1csc(NC(=O)CSc2ccc(-c3ccccn3)nn2)n1 | -13
Cc1ccc(C)c(S(=O)(=O)N/N=C/c2ccc(F)cc2)c1 | 6
CN(c1ccccc1)S(=O)(=O)c1ccc(Cl)c(C(=O)NC2=NCCS2)c1 | 8
Cc1cc(OCc2nc(-c3ccncc3)no2)cc(C)c1Cl | -32
CC(C)c1ccc(Nc2nnc(SCC(=O)Nc3ncc(S(=O)(=O)c4ccc([N+](=O)[O-])cc4)s3)s2)cc1 | -55
Cc1cccc(-c2ncc(CN3CCN(C4CCCC4)C(CCO)C3)cn2)c1 (configuration not stated) | -7
COc1cc(OC)cc(N2CC(C)(C)C2=O)c1 | -6
CC1(C(=O)NCc2ccc(Cl)c(Cl)c2)Oc2ccccc2NC1=O (configuration not stated) | -2
COC(=O)COc1cccc(/C=N/NC(=O)CCSc2ccccc2)c1 | 8
O=[N+]([O-])c1ccc(O)c(/C=N/Nc2ccccc2Cl)c1 | -12
CNC(=O)COC(=O)/C=C/c1cccc(F)c1 | 14
CCN(CC)CCCNC(=O)CSc1nc2c(c(C(F)(F)F)n1)CCc1ccccc1-2 | -28
CC(C)NC(=O)C1CCN(C2CCN(Cc3nc(C(C)C)cs3)CC2)CC1 | 16
COc1ccc(NC(=O)CN2CCC(NC(=O)C3CCCCC3)CC2)c([N+](=O)[O-])c1 | -42
CN1/C(=C/C(=O)C2CC2)C(C)(C)c2ccccc21 | 8
S=c1[nH]nc(COc2ccc(Cl)cc2)n1Cc1ccco1 | 53
COc1ccc(C/C(C)=N/NC(=O)c2ccc(C)cc2C)cc1 | -69
CC(=O)Nc1ccc(S(=O)(=O)Oc2ccc(/C=C3\SC(N)=NC3=O)cc2)cc1 | -20
CCN(CC)c1ccc(/C=C/C(=O)c2cccnc2)cc1 | -25
CN1CCC(N(C)C(=O)/C=C/c2cn(-c3ccccc3)nc2-c2cccs2)CC1 | 10
CCOc1ccc(CN2CCN(CC3=Cc4cccc(OC)c4OC3)CC2CCO)cc1 (configuration not stated) | -11
CCOP(=O)(OCC)C(NC(=O)c1cc([N+](=O)[O-])cc([N+](=O)[O-])c1)C(F)(F)F (configuration not stated) | 33
Cc1ccc(S(=O)c2ccc(NC(=O)C3CC3)cc2C#N)cc1 (configuration not stated) | -41
CC(=O)c1ccc(N2CCN(CC(=O)Nc3ccc(N4CCOCC4)cc3)CC2)cc1 | -4
O=S(=O)(c1cccc2nsnc12)N1CCN(c2ccc(F)cc2)CC1 | -26
COc1ccc(Nc2nc(OC)nc(N3CCOCC3)n2)cc1 | 4
CCCSc1cc(=O)n(-c2ccc(F)cc2)nc1C(=O)OCC | -24
OCCN(Cc1ccccc1)Cc1ccccc1O | -52
CCN(C(=O)c1c(N)cnn1C)c1ccccc1 | 0
O=C(O)c1cnc(-c2ccccc2)nc1Oc1ccccc1 | -43
CCCCN(CCCC)C(=O)C[n+]1cccc(/C=N/O)c1 | -17
O=C(Nc1cc(S(=O)(=O)N2CCOCC2)ccc1N1CCOCC1)c1ccc(S(=O)(=O)N2CCCCC2)cc1 | 7
Cc1ccc(C)c(S(=O)(=O)NC(Cc2c[nH]c3ccccc23)C(=O)O)c1 (configuration not stated) | 20
CCC1NC(=S)NC(C)=C1C(=O)c1ccccc1 (configuration not stated) | 24
CCOC(=O)CSc1nc2cc3c(cc2cc1C)OCO3 | 0
COc1ccc(OCC(=O)N/N=C/C2CC=CCC2)cc1 (configuration not stated) | -6

Molecules above with fluorine (17):
SMILES | E-sel TNF inh
Cn1cccc1C(C#N)c1cccc(F)c1C#N (configuration not stated) | -41
CCOC(=O)N1CCC(NC(=O)c2cc(S(=O)(=O)N3CCCCC3)ccc2F)CC1 | -18
CCN(C(=O)COC(=O)CNC(=O)c1ccc(F)cc1)C1CCS(=O)(=O)C1 (configuration not stated) | -45
O=C(/C=C/c1ccc(F)cc1)N1CCCc2ccccc21 | 5
Cc1ccc(-c2nnn(CC(=O)N(c3cccc(F)c3)C(C(=O)NC(C)(C)C)c3ccco3)n2)o1 (configuration not stated) | 2
O=C(Nc1ccc(F)cc1)C1=CC(=O)N2CCN=C2S1 | -10
Cc1nnc(SCC2=C(C(=O)O)N3C(=O)C(NC(=O)c4cc(F)c(F)cc4Cl)C3SC2)s1 (configuration not stated) | -16
O=C(c1cccnc1Nc1ccccc1F)N1CCOCC1 | 7
CCCN(Cc1ccccc1)C(=S)Nc1ccc(SC(F)F)cc1 | 30
O=C(c1cc2nc(-c3ccc(Cl)cc3)cc(C(F)(F)F)n2n1)N1CCOCC1 | -2
COc1cccc(Oc2ccc3nnc(C(F)(F)F)n3n2)c1 | -31
Cc1ccc(C)c(S(=O)(=O)N/N=C/c2ccc(F)cc2)c1 | 6
CNC(=O)COC(=O)/C=C/c1cccc(F)c1 | 14
CCN(CC)CCCNC(=O)CSc1nc2c(c(C(F)(F)F)n1)CCc1ccccc1-2 | -28
CCOP(=O)(OCC)C(NC(=O)c1cc([N+](=O)[O-])cc([N+](=O)[O-])c1)C(F)(F)F (configuration not stated) | 33
O=S(=O)(c1cccc2nsnc12)N1CCN(c2ccc(F)cc2)CC1 | -26
CCCSc1cc(=O)n(-c2ccc(F)cc2)nc1C(=O)OCC | -24

High-throughput results (PubChem BioAssay)
